Compound activity: PubChem BioAssay, several laboratories
3CLpro inhibitor – SARS-CoV 3CLpro protease inhibition; recombinant SARS-CoV 3CLpro, quenched FRET peptide cleavage; inhibition, % at 6 µM; 0.14% of 290,000 active; AID 1706; in the data active means inhibition above about 12%
TcdB inh – TcdB glycohydrolase inhibition; P18177; TcdB glycohydrolase enzymatic assay, plate reader; inhibition, % at 9.99 µM; 0.24% of 350,000 active; AID 652162; in the data active means inhibition above about 10%
SSB-PriA inh – inhibitors of Klebsiella pneumoniae PriA binding to SSB C-terminal tail; AlphaScreen SSBct-PriA binding, biotinylated peptide; inhibition, % at 33 µM; 0.6% of 430,000 active; AID 1272365; in the data active means inhibition mostly above about 37%, no sharp cut-off; inactive means mostly below about 20%;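 further: plate controls were negative control peptide for no effect and reference peptide for full effect; strong numbers were not always called active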
VHR inh abs – inhibitors of human VHR1 phosphatase (DUSP3) | 0.52% of 290,000 active | recombinant VHR phosphatase, pNPP absorbance | inhibition, % at 13.3 µM | P51452 | AID 1654; in the data active means inhibition above about 50%; further: some compounds called inactive have numbers as strong as hits
Target sequence (P51452 whole entry, looked up): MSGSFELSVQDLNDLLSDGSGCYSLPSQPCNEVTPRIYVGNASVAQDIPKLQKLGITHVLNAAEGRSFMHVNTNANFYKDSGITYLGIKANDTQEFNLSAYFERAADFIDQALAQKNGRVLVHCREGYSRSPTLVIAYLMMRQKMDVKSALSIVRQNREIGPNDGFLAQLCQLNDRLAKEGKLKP
BH1578 lux ind – quorum light induction in luxS cqsA deficient V. cholerae; activation, % at 18.7 µM; 0.16% of 350,000 active; AID 588436; V. cholerae BH1578 lux reporter, luminescence, 6 h; in the data active means activation mostly above about 9.7%, no sharp cut-off; further: not every result past the cut was called active; inactives centre near 0; reference of the scale not given here
Yp Topo-I inh – inhibitors of Yersinia pestis topoisomerase I. Y. pestis Topo-I cleavage product accumulation, plate reader. activity, % at 10 µM. 0.064% of 360,000 active. AID 504884; in the data active means activity above about 50%, passing the limit was not always enough; further: inactives centre near 2
CCHF vOTU inh – blocks the CCHF virus ovarian tumor domain protease; CCHFV vOTU protease, Pep-AMC fluorescence; inhibition, % at 11.5 µM; 0.55% of 370,000 active; AID 651958; in the data active means inhibition above about 30%; further: 0% = vehicle wells with enzyme and 100% = no enzyme wells
BoNT-A LC inh2 – inhibitors of Botulinum neurotoxin A light chain protease | AID 588499 | 0.17% of 360,000 active | inhibition, % at 10 µM | multiplex microsphere protease substrate cleavage, flow cytometry; further: plate controls were buffer without enzyme for full effect and enzyme alone for no effect
Anthrax LF prot – inhibitors of Bacillus anthracis lethal factor protease; P15917; multiplex microsphere protease cleavage assay, LF; inhibition, % at 10 µM; 0.12% of 360,000 active; further: plate controls were buffer without enzyme for full effect and enzyme alone for no effect
Target sequence (P15917 whole entry, looked up): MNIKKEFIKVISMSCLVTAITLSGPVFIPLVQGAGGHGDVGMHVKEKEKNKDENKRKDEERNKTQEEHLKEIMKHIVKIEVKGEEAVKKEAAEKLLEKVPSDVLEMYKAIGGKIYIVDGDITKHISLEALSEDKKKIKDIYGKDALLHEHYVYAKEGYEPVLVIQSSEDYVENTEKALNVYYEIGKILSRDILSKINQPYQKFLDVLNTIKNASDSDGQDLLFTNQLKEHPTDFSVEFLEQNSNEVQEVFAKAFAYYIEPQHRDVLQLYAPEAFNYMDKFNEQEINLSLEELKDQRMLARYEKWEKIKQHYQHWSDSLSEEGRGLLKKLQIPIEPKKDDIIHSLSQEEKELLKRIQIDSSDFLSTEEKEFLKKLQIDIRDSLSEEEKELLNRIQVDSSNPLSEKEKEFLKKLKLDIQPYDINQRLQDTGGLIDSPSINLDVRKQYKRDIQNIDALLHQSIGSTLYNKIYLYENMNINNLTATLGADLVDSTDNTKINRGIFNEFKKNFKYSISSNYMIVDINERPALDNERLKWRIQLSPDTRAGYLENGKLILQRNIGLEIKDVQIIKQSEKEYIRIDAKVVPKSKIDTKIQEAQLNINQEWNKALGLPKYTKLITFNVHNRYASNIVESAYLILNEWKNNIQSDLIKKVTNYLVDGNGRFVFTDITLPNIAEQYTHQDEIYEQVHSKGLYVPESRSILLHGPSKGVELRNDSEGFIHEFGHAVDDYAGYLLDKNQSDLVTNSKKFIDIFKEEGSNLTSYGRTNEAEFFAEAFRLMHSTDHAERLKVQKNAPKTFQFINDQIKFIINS
PfHsp40 rescue – restores yeast growth despite PfHsp40 toxicity | AID 504582 | S. cerevisiae expressing PfHsp40, growth rescue, ATP luminescence | 0.68% of 340,000 active | growth rescue, % at 12.5 µM; in the data active means growth rescue above about 28%, passing the limit was not always enough;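 further: yeast W303a lacking pdr1 and pdr3 grown in galactose medium; growth measured after three days at 30 °C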
* = called active by the depositor; i = inactive; / = not tested or not shown; & = joins results of further samples. Unless noted, no stated cut-off is given here; in the data, active means inhibition above about 30%; inconclusive means no clear call, values can overlap the other calls; inactive means below that. Some of the compounds tested; the hit share may differ from the screen's.

SMILES	3CLpro inhibitor	TcdB inh	SSB-PriA inh	VHR inh abs	BH1578 lux ind	Yp Topo-I inh	CCHF vOTU inh	BoNT-A LC inh2	Anthrax LF prot	PfHsp40 rescue
Cc1ccc([N+](=O)[O-])c(C(=O)N/N=C/c2cccnc2)c1	4	0.6	i	-2	5.3	-9	-1	-0.2	-3	-1.4
CN(C)C(=O)c1cc(F)ccc1Sc1cc(Cl)ccc1Cl	-1	/	1	-4	-0.5	9	2	0.3	3	-0.2
O=C(O)Cc1ccc(Nc2cnn(C34CC5CC(CC(CC(=O)O)(C5)C3)C4)c(=O)c2Cl)cc1	0	0.1	-12	25	-7.9	0	10	-0.6	-5	1.2
CC1CC(C)CN(C(=O)CNC(=O)c2ccc3ccccc3c2)C1 (stereo unspecified)	2	-0.3	15	28	0.7	8	1	-3.2	-2	2.0
CN(C)c1ccc(C(=O)c2ccc(N(C)C)c3ccccc23)cc1	-2	/	20	-5	-0.3	13	6	2.1	-3	7.1
COc1ccccc1C(=O)OCc1nc(N)nc(Nc2ccccc2C)n1	4	1.8	-2	13	-0.8	10	-2	-0.2	-1	-0.9
O=C(CCSc1nc(-c2ccco2)cc(C(F)(F)F)n1)Nc1ccc2c(c1)OCO2	-1	/	-18	12	0.1	-2	6	-0.7	-5	-2.1
COc1ccc(S(=O)(=O)NCC2CCCN(C(=O)c3ccco3)C2)cc1 (stereo unspecified)	6	-0.3	0	47	-0.2	2	6	-1.2	-4	-0.2
OC(C#CCN1CCCCC1)c1ccccc1 (stereo unspecified)	-1	/	-7	43	-0.6	0	-3	-1.8	-7	-1.2
Oc1sc(C=Nc2ccc(F)cc2)c2ccccc12	-1	/	5	2	2.8	-8	-13	-0.4	-5	-0.5
COc1ccc2c(c1)C1NC(=S)NC(C)(O2)C1C(=O)Nc1ccc(C)cc1C (stereo unspecified)	3	/	12	-6	-0.3	3	-9	4.5	1	-2.7
CC1=CC(C)(C)NC(=S)N1c1cc(C)cc(C)c1	-2	2.4	-2	13	-0.5	2	6	-0.8	4	0.1
FC(F)(F)c1ccc2c(c1)NCC1CCCN21 (stereo unspecified)	4	-8.0	18	17	-0.5	-5	-18	0.3	8	-2.7
CCN(CC)S(=O)(=O)c1ccc(/C=C/C(=O)Nc2ccc(N3CCOCC3)cc2)cc1	5	0.8	6	20	-0.3	19	13	-0.1	-2	0.2
COc1ccc(CNCCc2ccc(Cl)cc2Cl)cc1	-2	1.4	-1	-40	i	1	-7	0.4	-7	-0.9
CCCCn1nnnc1C(c1cc2ccccc2o1)N(Cc1ccccc1)Cc1ccccc1 (stereo unspecified)	/	1.1	/	/	/	/	4	0.0	-6	/
COCCSc1nnc(NC(=O)C2CC(=O)N(c3ccc(Cl)cc3)C2)s1 (stereo unspecified)	8	0.1	-13	-28	1.6	18	-12	0.5	-5	1.7
Cc1cccc(S(=O)(=O)N(C)C[C@@H]2OCc3cnnn3CCCC(=O)N([C@H](C)CO)C[C@H]2C)c1	/	0.7&0.4	/	/	-1.1	4	-8	-0.3	0	/
CCCNC(=O)c1cc(C2CCCCN2C(=O)c2ccccc2)on1 (stereo unspecified)	/	1.5	/	/	i	5	-1	-0.6	-7	/
Brc1ccc(/C=N/Nc2nncc(-c3ccccc3)n2)o1	1	5.0	/	19	/	/	-13	/	/	/
Cc1cccc(C)c1NC(=O)C1(N(Cc2ccco2)C(=O)CC2NC(=O)NC2=O)CCCC1 (stereo unspecified)	-6	/	-8	30	-0.3	3	-19	-0.4	4	1.0
Cc1ccc(-c2noc(CCC(=O)NCCCN3CCN(c4ccc(F)cc4)CC3)n2)cc1	-4	/	-16	19	i	17	5	-0.4	-3	-0.5
O=C(CN1CCN(Cc2ccccc2)CC1)N/N=C/c1c[nH]c2ccccc12	2	/	/	16	-0.3	0	-11	-2.4	0	0.1
CCOC(=O)c1c(C)[nH]c(C(=O)C(C)N2CCCC2)c1C (stereo unspecified)	-1	-0.4	-2	12	-0.4	2	-15	-0.5	-7	-0.2
COc1ccc(C(=O)/C=C/NCc2ccc(C)cc2)cc1	-5	/	-12	/	1.0	30	12	0.4	-4	1.0
COc1ccc(S(=O)(=O)N2CCOCC2)cc1NC(=O)CCNC(=O)c1ccc([N+](=O)[O-])cc1	/	1.4	-11	/	0.0	-4	2	0.3	-8	0.9
COc1ccc(N=C2SC(CC(=O)Nc3cccc(Cl)c3)C(=O)N2Cc2ccco2)cc1 (stereo unspecified)	8	/	-18	3	-0.2	-11	0	-0.8	-1	5.9
CCNS(=O)(=O)c1ccc(CCC(=O)N2CCc3ccccc3C2)cc1	2	0.5	-7	42	i	1	7	-0.6	-16	-0.5
C=CCn1c(=S)[nH]c2cc(-c3ccccc3)sc2c1=O	-1	0.4	-12	14	0.6	1	15	2.1	-1	-0.3
O=C(NCCCN1CCCC1=O)c1ccc(NS(=O)(=O)c2cccc([N+](=O)[O-])c2)cc1	/	0.0	/	/	i	3	-1	5.5	-2	0.5
CCOC(=O)/C=C/C(=O)OCC(=O)Nc1ccc(C)cc1	3	0.5	-14	3	0.0	8	0	-0.5	0	2.1
O=c1cccc2n1CC1CC2CN(Cc2c(F)cccc2Cl)C1 (stereo unspecified)	2	-0.7	0	22	-0.9	9	-3	-0.4	-1	-0.3
O=C(O)/C(=C\c1ccc(-c2ccc(F)cc2)o1)c1ccccc1	5	0.1	-1	13	-0.5	13	8	2.7	2	37*
O=C(c1oc2ccccc2c1CSCc1ccccc1)N1CCN(c2ncccn2)CC1	7	/	-4	-12	-1.5	-1	5	0.4	0	1.9
CC(=O)Nc1ccc(C(c2c(O)c3ccccc3oc2=O)c2c(C)n(C)n(-c3ccccc3)c2=O)cc1 (stereo unspecified)	-1	-1.4	2	16	-2.2	5	-16	-1.3	1	0.2
COCCN(C(=O)CNC(=O)c1ccco1)C(C(=O)NC1CCCC1)c1ccc(OC)c(OC)c1 (stereo unspecified)	-9	1.3	-12	6	-0.4	2	-13	0.6	-1	0.4
CC1CCN(c2ccc3nnc(CCC(=O)NCC(C)c4ccccc4)n3n2)CC1 (stereo unspecified)	4	-1.2	-12	-17	-6.2	31	11	1.0	-1	2.9
CN(C(=O)c1cccc(NC(=O)c2ccco2)c1)c1ccccc1	0	1.4	-4	6	-3.8	2	11	-1.1	9	-1.4
CCOC(=O)/C=C/C(=O)Nc1ccc(S(=O)(=O)N2CCCCCC2)cc1	0	-0.4	-1	20	i	-10	-3	-0.1	-6	-0.7
O=C(Cn1c(SCC(=O)N2CCc3ccccc3C2)nc2ccccc21)NC1CCCC1	2	/	-7	40	3.1	19	8	0.2	0	1.9
COc1ccc(N(C(=O)c2snc(C(N)=O)c2N)C(C(=O)NCc2ccc(F)cc2)c2ccc(O)cc2)cc1 (stereo unspecified)	-3	-3.4	-12	16	-0.3	4	19	-2.1	3	1.5
CCc1ccc([C@@H]2C[C@H]3[C@@H](CN2S(=O)(=O)c2ccc(C)cc2)C(=O)C[C@@H](c2ccccc2)N3S(=O)(=O)c2ccc(C)cc2)cc1	/	-0.6	/	/	-0.2	6	5	-0.1	-5	/
CC1C(=O)C(C)(C)C(=O)OC1c1ccc([N+](=O)[O-])cc1 (stereo unspecified)	-3	1.3	-7	15	i	8	-2	-6.6	-3	-3.4
CCn1c2c(c3cc(Cl)ccc31)CCCC2=O	1	1.5	-18	23	-0.2	10	-6	-0.1	2	-1.0
OCCC1CCCCN1CC(O)COCc1ccc(Cl)cc1 (stereo unspecified)	7	-0.2	-12	70	-0.2	3	-6	-5.5	5	-0.6
C=CCn1c(SCC(=O)NCCCO)nc2sc3c(c2c1=O)CCC3	2	0.9	-5	2	-2.0	8	9	-0.5	8	0.4
Cc1cccc(C)c1OCC(=O)Nc1cccc(-c2nnc(-c3ccccc3)o2)c1	2	/	1	26	-0.6	27	10	-0.8	3	2.3
COCCCN1C(=O)C(=O)/C(=C(/O)c2ccc(C)cc2)C1/C=C/c1ccccc1 (stereo unspecified)	2	0.2	/	-2	0.0	3	-8	-0.6	1	0.6
Cc1ccc(CN2CCN(CC(=O)N3CCC4(CC3)OCCO4)C2=O)cc1	0	/	-15	6	i	-4	11	0.4	-1	-0.6
COc1ccc(NC(=O)CN(C)C(=O)CSCc2ccc(C)cc2)cc1	/	2.6	0	/	0.0	15	3	-1.7	-2	-0.1
c1ccc(-c2ccc(OCCCn3cncn3)cc2)cc1	-6	/	-16	-11	i	-4	-1	-1.0	-2	269*
Cc1ccc(S(=O)(=O)NCc2ccccc2)cc1C(=O)NC(C)c1ccc(S(N)(=O)=O)cc1 (stereo unspecified)	/	0.6	-9	/	-0.7	5	-1	0.0	-3	-2.3
Cc1cc(N2CCN(c3ccccc3)CC2)nc(NCc2ccccc2)n1	1	5.7	16	14	i	3	4	0.4	-5	-1.9
CCN1CCN(CCNC(=O)c2ccc(/C=C3/Sc4ccccc4N(Cc4ccccc4C)C3=O)cc2)CC1	-1	7.1	21	24	-2.8	0	8	0.1	-7	-1.9
CC1CCCC(NC(=O)c2cccs2)C1C (stereo unspecified)	/	0.3	-6	/	i	10	-10	/	/	-1.1
CC(=O)c1ccc(-c2nnc(CCC(=O)N3CCCC(C(=O)CC(C)C)C3)o2)s1 (stereo unspecified)	2	0.4	-8	2	-0.9	7	15	-2.0	2	-0.2
CCOC(=O)c1sc2ncn(/N=C/c3cccnc3)c(=O)c2c1C	-1	/	/	42	7.4	3	-7	/	/	-0.2
COc1cccc(C2=NO[C@@H]3C(=O)N(Cc4ccccc4)C(=O)[C@H]23)c1OC	5	/	-8	4	3.3	10	11	-0.4	-6	0.8
C[C@@H]1CN([C@H](C)CO)C(=O)Cc2cc(NC(=O)CCC(F)(F)F)ccc2O[C@@H]1CN(C)C(=O)Nc1ccccc1	/	0.3&-0.2	-8	/	i	-8	10	-0.1	2	-0.5
Cc1cc(Nc2ccccc2)n(-c2ccc(C(=O)O)cc2)n1	0	-1.5	-8	22	1.6	6	-13	-0.3	-1	0.2

An excerpt from above, limited to BH1578 lux ind, 3CLpro inhibitor and PfHsp40 rescue.
molecule | BH1578 lux ind | 3CLpro inhibitor | PfHsp40 rescue
Cc1ccc(CN2CCN(CC(=O)N3CCC4(CC3)OCCO4)C2=O)cc1 | i | 0 | -0.6
CC(=O)c1ccc(-c2nnc(CCC(=O)N3CCCC(C(=O)CC(C)C)C3)o2)s1 (stereo unspecified) | -0.9 | 2 | -0.2
CCOC(=O)c1sc2ncn(/N=C/c3cccnc3)c(=O)c2c1C | 7.4 | -1 | -0.2

Ordered by number of heavy atoms (ascending): three of the compounds above
SMILES	3CLpro inhibitor	TcdB inh	SSB-PriA inh	VHR inh abs	BH1578 lux ind	Yp Topo-I inh	CCHF vOTU inh	BoNT-A LC inh2	Anthrax LF prot	PfHsp40 rescue
Oc1sc(C=Nc2ccc(F)cc2)c2ccccc12	-1	/	5	2	2.8	-8	-13	-0.4	-5	-0.5
CN(C(=O)c1cccc(NC(=O)c2ccco2)c1)c1ccccc1	0	1.4	-4	6	-3.8	2	11	-1.1	9	-1.4
O=C(Cn1c(SCC(=O)N2CCc3ccccc3C2)nc2ccccc21)NC1CCCC1	2	/	-7	40	3.1	19	8	0.2	0	1.9

Continued:
SMILES	3CLpro inhibitor	TcdB inh	SSB-PriA inh	VHR inh abs	BH1578 lux ind	Yp Topo-I inh	CCHF vOTU inh	BoNT-A LC inh2	Anthrax LF prot	PfHsp40 rescue
COC(=O)C(O)(CC(=O)Nc1ccc(OC(F)(F)F)cc1)C(F)(F)F (stereo unspecified)	-1	/	-1	11	1.2	1	5	-0.7	-1	0.3
CCc1ccc(N(CC(=O)NC2CCCC2)C(=O)CCC(=O)Nc2cc(C)on2)cc1	-8	0.1	-3	31	i	28	10	-1.6	2	0.2
COC(=O)C1(C)CN(S(=O)(=O)c2ccc(C)cc2)c2cc(OC)ccc2C1=O (stereo unspecified)	1	/	-16	-2	i	24	-7	0.4	0	-0.1
O=C(C[n+]1cccc(C(=O)N/N=C/c2cccc([N+](=O)[O-])c2)c1)c1ccccc1	/	2.0	/	/	i	-15	-1	/	/	2.5
